Assay outcomes deposited in PubChem BioAssay by several laboratories.
hcDAF12 agonist: activates DAF-12 receptor from parasite H. contortus; HEK293 hcDAF-12 lit1-tk-luc reporter, luminescence; 0% DMSO, 100% Δ7-dafachronic acid; activation, % at 6.8 µM; 370,000 compounds, 1.4% hits;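 active = activation above the mean of all tested compounds plus 3 SD, cut at about 5.5% in these data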;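 also: 100% = response to 3 µM Δ7-dafachronic acid high control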
SMARCA2 act: activators of SMARCA2 function. MG213 cells, MMTV-luciferase reporter, dexamethasone, overnight. activation, % at 9.1 µM. 370,000 compounds, 1% hits; in the data active = activation above about 7.8%;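 also: 0% = vehicle wells and 100% = reference activator wells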
PG9 Ab binder: small molecules binding HIV-1 gp120 antibody PG9. TR-FRET gp120-PG9 antibody binding. inhibition, % at 6.7 µM. 360,000 compounds, 0.43% hits. AID 624416; in the data active = inhibition above about 8.5%
ssDAF-12 act: activators of S. stercoralis DAF-12 nuclear receptor. HEK293 ssDAF-12/GRIP1 lit1-tk-luc reporter, luminescence; % of 3 µM dafachronic acid response. 370,000 compounds, 1% hits. activation, % at 6.8 µM;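 active = activation above the mean over all tested compounds plus 3 SD, cut at about 0.9% in these data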;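 also: 0% = DMSO-only wells and 100% = 3 µM delta7-dafachronic acid wells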
HGIII-sPLA2 inh: Blocks human group III sPLA2 activity; Q9NZ20; 370,000 compounds, 0.56% hits; AID 743126; QFRET BODIPY PC-A2 liposome hydrolysis, fluorescence; inhibition, % at 12.2 µM;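 active = inhibition above mean plus 3 SD of compounds lying within the high and low control bounds, cut at about 19% in these data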;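 also: 0% = median of test compound wells and 100% = no enzyme DMSO wells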
Target sequence (Q9NZ20 whole entry, looked up): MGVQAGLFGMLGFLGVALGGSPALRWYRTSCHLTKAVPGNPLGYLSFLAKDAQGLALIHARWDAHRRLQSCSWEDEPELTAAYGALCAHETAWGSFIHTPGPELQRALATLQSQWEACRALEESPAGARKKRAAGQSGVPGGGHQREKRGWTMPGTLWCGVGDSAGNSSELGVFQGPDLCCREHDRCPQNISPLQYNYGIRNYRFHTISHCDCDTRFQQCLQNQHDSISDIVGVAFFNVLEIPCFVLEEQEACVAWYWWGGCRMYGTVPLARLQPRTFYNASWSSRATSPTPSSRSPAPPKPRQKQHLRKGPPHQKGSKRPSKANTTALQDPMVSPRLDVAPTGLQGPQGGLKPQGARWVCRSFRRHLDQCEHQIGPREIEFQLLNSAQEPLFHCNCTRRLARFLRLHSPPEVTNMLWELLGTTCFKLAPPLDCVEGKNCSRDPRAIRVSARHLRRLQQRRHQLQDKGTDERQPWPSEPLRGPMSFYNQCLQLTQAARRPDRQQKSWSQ
DAX1 inh-1: inhibitors of DAX1 repression of SF-1 activated StAR promoter | HEK293T StAR-luciferase reporter, SF-1/DAX-1 repression relief | inhibition, % at 6.8 µM | 370,000 compounds, 1.1% hits | AID 652010;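 active = inhibition above the mean over all tested compounds plus 3 SD, cut at about 3.6% in these data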;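 also: 0% = DAX-1 cells with DMSO and 100% = cells lacking DAX-1 with DMSO; higher inhibition means more luminescence from relief of DAX-1 repression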
PLCb3 inh: inhibitors of human phospholipase C beta3; Q01970; Purified PLC-beta3, fluorogenic substrate, fluorescence; inhibition, % at 12.2 µM; 370,000 compounds, 0.18% hits; AID 720704; in the data active = inhibition above about 11%;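 also: 0% = median of compound wells on plate and 100% = full blocker control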
DAX1 inh-2: NR0B1 (DAX1) inhibition; inhibition, % at 6.75 µM; AID 504766; 340,000 compounds, 0.99% hits; HEK293 Gal4-DAX1 luciferase reporter, luminescence;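 active = inhibition above the mean over all tested compounds plus 3 SD, cut at about 4.2% in these data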;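 also: 0% = DAX1-transfected cells with DMSO and 100% = empty-vector control cells with DMSO; inhibition shows as a rise in luminescence from relieved DAX1 repression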
Target sequence (P51843 207-470 limits assumed): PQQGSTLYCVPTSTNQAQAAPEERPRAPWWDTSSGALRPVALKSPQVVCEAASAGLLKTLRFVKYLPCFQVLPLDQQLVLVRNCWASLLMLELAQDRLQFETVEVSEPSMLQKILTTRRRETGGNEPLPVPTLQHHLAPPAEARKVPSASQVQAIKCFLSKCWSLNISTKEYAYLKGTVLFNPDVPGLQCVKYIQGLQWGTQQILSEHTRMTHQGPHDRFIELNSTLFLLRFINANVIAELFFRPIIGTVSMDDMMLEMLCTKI
hgDAF12 agonist: agonists of H. glycines DAF-12 nuclear receptor; HEK293 GAL4-hgDAF12 UAS-luciferase reporter, agonist luminescence; normalized to butyrate control; activation, % at 6.8 µM; 370,000 compounds, 1.8% hits; AID 687014;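 active = activation above a cutoff set at the mean of all screened compounds plus 3 SD, cut at about 10% in these data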;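 also: 0% = DMSO wells and 100% = sodium butyrate wells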
NR1D1 modulator: modulators of human Rev-erb alpha DNA binding; P20393; Rev-erbα–FITC-DNA binding, fluorescence polarization, 90 min; activity, % at 10 µM; 370,000 compounds, 0.79% hits; AID 1259318;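 active = activity above about 14%, limit read from the data; passing the limit was not always enough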;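 also: 0% = DMSO wells with 35 nM protein and 100% = DMSO wells with 750 nM protein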
GAA850 FXN act: increases GAA850 frataxin promoter reporter activity; HEK293 lucGAA850 FXN promoter luciferase reporter, 24 h; percent of 10 µM SAHA response; activation, % at 6 µM; 360,000 compounds, 0.56% hits;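 active = activation above the average of all compounds screened plus 3 SD, cutoff fixed separately per campaign, cut at about 7.5% in these data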;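 also: 0% = DMSO wells and 100% = 10 µM SAHA wells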
* hit, by the source's call.

How did CCC(=O)c1cc2c(C)cc(=O)oc2c(C)c1OC(C)=O do in these assays?
hcDAF12 agonist: -2.5; SMARCA2 act: 5; PG9 Ab binder: -0.7; ssDAF-12 act: -1.6; HGIII-sPLA2 inh: -6; DAX1 inh-1: -0.3; PLCb3 inh: -153; DAX1 inh-2: 0.3; hgDAF12 agonist: 4.6; NR1D1 modulator: -4; GAA850 FXN act: -0.2

What do the screens show for `CN(C)c1ccc(C(=O)NC2CCCCN(Cc3cccc(Cl)c3)C2=O)cc1` (stereo not drawn)?
hcDAF12 agonist: 1.6; SMARCA2 act: 0; ssDAF-12 act: -0.4; HGIII-sPLA2 inh: -9; DAX1 inh-1: 0.6; PLCb3 inh: -7; hgDAF12 agonist: 6.3; NR1D1 modulator: 4

What do the screens show for `CN(C)CCCN(C(=O)c1ccco1)c1nc2ccc(F)cc2s1`?
hcDAF12 agonist: 1.0; SMARCA2 act: 1; PG9 Ab binder: -1.6; ssDAF-12 act: -1.8; HGIII-sPLA2 inh: -11; DAX1 inh-1: 0.1; PLCb3 inh: -6; DAX1 inh-2: 0.7; hgDAF12 agonist: 1.7; NR1D1 modulator: -6; GAA850 FXN act: 3.8

How did COc1ccc(NC(=O)CSCC(=O)Nc2nnc(C)s2)cc1 do in these assays?
hcDAF12 agonist: -1.3; SMARCA2 act: -2; PG9 Ab binder: -0.4; ssDAF-12 act: -1.1; HGIII-sPLA2 inh: 5; DAX1 inh-1: 2.8; PLCb3 inh: -7; DAX1 inh-2: 0.3; hgDAF12 agonist: -0.7; NR1D1 modulator: -7; GAA850 FXN act: 0.1

How did Cc1ccc(SCC(=O)NC(=O)NCc2ccco2)c(C)c1 do in these assays?
hcDAF12 agonist: 0.0; SMARCA2 act: -1; PG9 Ab binder: 0.4; ssDAF-12 act: -1.1; HGIII-sPLA2 inh: -5; DAX1 inh-1: -0.9; PLCb3 inh: -1; DAX1 inh-2: -0.1; hgDAF12 agonist: 3.2; NR1D1 modulator: 0; GAA850 FXN act: -1.9

Results for CCn1c(CCNC(=O)c2ccccc2Cl)n[nH]c1=S ?
hcDAF12 agonist: -0.7; SMARCA2 act: 1; PG9 Ab binder: 1.6; ssDAF-12 act: -1.1; HGIII-sPLA2 inh: 0; DAX1 inh-1: 0.0; PLCb3 inh: -1; DAX1 inh-2: 0.3; hgDAF12 agonist: 1.6; NR1D1 modulator: 0; GAA850 FXN act: 0.2

What do the screens show for `COc1ccc(C)cc1S(=O)(=O)N1CCCC(C(=O)N2CCN(c3ccccc3F)CC2)C1` (stereo not drawn)?
hcDAF12 agonist: -2.7; SMARCA2 act: -3; PG9 Ab binder: -0.7; ssDAF-12 act: -1.4; HGIII-sPLA2 inh: -9; DAX1 inh-1: -3.6; PLCb3 inh: -1; DAX1 inh-2: -0.9; hgDAF12 agonist: -4.1; NR1D1 modulator: -7; GAA850 FXN act: -5.0

How did O=[N+]([O-])c1ccc(N2CCN(S(=O)(=O)c3ccccc3)CC2)c2cccnc12 do in these assays?
hcDAF12 agonist: -1.1; SMARCA2 act: 1; PG9 Ab binder: -2.3; ssDAF-12 act: -0.7; HGIII-sPLA2 inh: -4; DAX1 inh-1: -0.2; PLCb3 inh: 4; DAX1 inh-2: -0.1; hgDAF12 agonist: 0.2; NR1D1 modulator: 5; GAA850 FXN act: 6.9

What do the screens show for `CCOc1ccc(CCNC(=O)COC(=O)Cn2cnc3ccccc3c2=O)cc1OCC`?
hcDAF12 agonist: -1.2; SMARCA2 act: -3; PG9 Ab binder: -0.2; ssDAF-12 act: -0.6; HGIII-sPLA2 inh: -2; DAX1 inh-1: -0.6; PLCb3 inh: 5; DAX1 inh-2: -0.4; hgDAF12 agonist: 0.5; NR1D1 modulator: -2; GAA850 FXN act: 0.8

What do the screens show for `COc1cccc(N2CCN(S(=O)(=O)c3ccc4c(c3)N(C(C)=O)CCO4)CC2)c1`?
hcDAF12 agonist: -3.3; SMARCA2 act: -1; PG9 Ab binder: -1.7; ssDAF-12 act: -1.9; HGIII-sPLA2 inh: 0; DAX1 inh-1: -3.0; PLCb3 inh: -10; DAX1 inh-2: -1.0; hgDAF12 agonist: -3.6; NR1D1 modulator: -1; GAA850 FXN act: 1.5

How did Cc1cc(OCC(=O)OCC(=O)NC2CCS(=O)(=O)C2)ccc1Cl (stereo not drawn) do in these assays?
hcDAF12 agonist: 5.9*; SMARCA2 act: -2; PG9 Ab binder: -0.1; ssDAF-12 act: -1.3; HGIII-sPLA2 inh: 6; DAX1 inh-1: 1.4; PLCb3 inh: -3; DAX1 inh-2: 2.7; hgDAF12 agonist: 1.9; NR1D1 modulator: -7; GAA850 FXN act: 0.3

How did O=C(NNC(=S)NCc1ccccc1)c1ccc(Br)o1 do in these assays?
hcDAF12 agonist: 0.6; SMARCA2 act: -5; PG9 Ab binder: 1.6; ssDAF-12 act: -1.1; HGIII-sPLA2 inh: 7; DAX1 inh-1: 0.5; PLCb3 inh: -4; DAX1 inh-2: -0.5; hgDAF12 agonist: 0.2; NR1D1 modulator: -2; GAA850 FXN act: -2.1

How did O=C(CCC(=O)Nc1ccccc1)NCCO do in these assays?
hcDAF12 agonist: -1.0; SMARCA2 act: -2; PG9 Ab binder: -0.8; ssDAF-12 act: -1.4; HGIII-sPLA2 inh: 8; DAX1 inh-1: -0.3; PLCb3 inh: 10; DAX1 inh-2: 0.4; hgDAF12 agonist: -0.1; NR1D1 modulator: 1; GAA850 FXN act: -3.6

Results for CCOC(=O)N1CCN(c2c(N3CCc4ccccc43)c(=O)c2=O)CC1 ?
hcDAF12 agonist: -0.1; SMARCA2 act: -2; PG9 Ab binder: -1.7; ssDAF-12 act: -1.1; HGIII-sPLA2 inh: -1; DAX1 inh-1: 0.6; PLCb3 inh: 5; DAX1 inh-2: 0.3; hgDAF12 agonist: 0.6; NR1D1 modulator: 1; GAA850 FXN act: -0.6

What do the screens show for `Cc1ccc(NS(=O)(=O)c2cccc(C(=O)N(C)Cc3cccs3)c2)cc1`?
hcDAF12 agonist: -1.3; SMARCA2 act: 1; PG9 Ab binder: 3.0; ssDAF-12 act: -1.1; HGIII-sPLA2 inh: -13; DAX1 inh-1: 1.3; PLCb3 inh: 2; DAX1 inh-2: 2.2; hgDAF12 agonist: 0.6; NR1D1 modulator: 3; GAA850 FXN act: 0.1

What do the screens show for `Cc1c(NC(=O)c2cnc(Cl)c(Cl)c2)c(=O)n(-c2ccccc2)n1C`?
hcDAF12 agonist: -1.8; SMARCA2 act: -2; PG9 Ab binder: 0.8; ssDAF-12 act: -1.1; HGIII-sPLA2 inh: 1; DAX1 inh-1: -0.3; PLCb3 inh: -6; DAX1 inh-2: -0.1; hgDAF12 agonist: -2.2; NR1D1 modulator: 13; GAA850 FXN act: -1.1

Results for COc1ccc(CN2CC(C(=O)NCCc3ccccc3)CC2=O)cc1 (stereo not drawn) ?
hcDAF12 agonist: -2.6; SMARCA2 act: -1; PG9 Ab binder: 2.2; ssDAF-12 act: -1.9; HGIII-sPLA2 inh: -1; DAX1 inh-1: 0.3; PLCb3 inh: 0; DAX1 inh-2: 2.0; hgDAF12 agonist: 2.0; NR1D1 modulator: 5; GAA850 FXN act: 3.0

Results for COc1cc2sc(-c3ccccc3OC)c(-c3ccc(OCCN4CCCCC4)cc3)c2cc1OC ?
hcDAF12 agonist: -1.0; SMARCA2 act: 0; PG9 Ab binder: 0.2; ssDAF-12 act: -0.7; HGIII-sPLA2 inh: -4; DAX1 inh-1: 0.2; PLCb3 inh: -7; DAX1 inh-2: 0.0; hgDAF12 agonist: 0.8; NR1D1 modulator: -3; GAA850 FXN act: -1.0

Results for CCOC(=O)c1ccccc1NC(=O)CN1CCC(n2nnc3cc(C(F)(F)F)ccc32)CC1 ?
hcDAF12 agonist: -1.7; SMARCA2 act: 0; PG9 Ab binder: -0.5; ssDAF-12 act: -1.4; HGIII-sPLA2 inh: 1; DAX1 inh-1: -0.3; PLCb3 inh: 1; DAX1 inh-2: 0.8; hgDAF12 agonist: 1.1; NR1D1 modulator: 0; GAA850 FXN act: 0.0

How did Cc1cc(C)cc(N(CC(=O)N2CCN(Cc3ccccc3)CC2)S(=O)(=O)c2c(C)noc2C)c1 do in these assays?
hcDAF12 agonist: 0.0; SMARCA2 act: 0; PG9 Ab binder: -1.1; ssDAF-12 act: -1.4; HGIII-sPLA2 inh: 4; DAX1 inh-1: -0.7; PLCb3 inh: -4; DAX1 inh-2: 3.4; hgDAF12 agonist: -0.5; NR1D1 modulator: 4; GAA850 FXN act: -0.2

How did C/C(=N\NC(=O)c1cc2ccccc2cc1O)c1ccc2c(c1)OCO2 do in these assays?
hcDAF12 agonist: -1.4; SMARCA2 act: 4; PG9 Ab binder: -1.1; ssDAF-12 act: -0.6; HGIII-sPLA2 inh: -4; DAX1 inh-1: 0.0; PLCb3 inh: -71; DAX1 inh-2: 0.1; hgDAF12 agonist: -0.2; NR1D1 modulator: 1; GAA850 FXN act: -0.5

Results for Cc1cc2c(=O)n(C)c(SCC(=O)NCC3CCCO3)nc2s1 (stereo not drawn) ?
hcDAF12 agonist: -0.8; SMARCA2 act: 2; PG9 Ab binder: 0.7; ssDAF-12 act: -0.8; HGIII-sPLA2 inh: 0; DAX1 inh-1: 0.0; PLCb3 inh: -8; DAX1 inh-2: 0.1; hgDAF12 agonist: 1.8; NR1D1 modulator: 6; GAA850 FXN act: 0.6

How did COCCNC(=O)c1ccc(CN2CCc3ccccc3C2)cc1 do in these assays?
hcDAF12 agonist: -0.6; SMARCA2 act: -1; PG9 Ab binder: 0.8; ssDAF-12 act: -0.4; HGIII-sPLA2 inh: 11; DAX1 inh-1: -0.1; PLCb3 inh: 0; DAX1 inh-2: -0.6; hgDAF12 agonist: -1.9; NR1D1 modulator: 4; GAA850 FXN act: 0.6

How did COc1cccc(-n2nnnc2SCC(=O)Nc2ccc3c(c2)OCCO3)c1 do in these assays?
hcDAF12 agonist: -0.1; SMARCA2 act: -4; PG9 Ab binder: 1.9; ssDAF-12 act: -0.8; HGIII-sPLA2 inh: 1; DAX1 inh-1: -0.4; PLCb3 inh: 0; DAX1 inh-2: 0.0; hgDAF12 agonist: 0.3; NR1D1 modulator: 30*; GAA850 FXN act: 1.0

What do the screens show for `CN(C1=NC(=O)CS1)c1ccc(O)cc1`?
hcDAF12 agonist: -2.0; SMARCA2 act: 0; PG9 Ab binder: 0.7; ssDAF-12 act: -1.4; HGIII-sPLA2 inh: 0; DAX1 inh-1: 1.0; PLCb3 inh: -7; DAX1 inh-2: 0.1; hgDAF12 agonist: 1.6; NR1D1 modulator: -8; GAA850 FXN act: 1.1
